Sm TGR inh – blocks Schistosoma mansoni thioredoxin glutathione reductase | purified TGR, DTNB reduction, TNB absorbance 405 nm | Potency, µM (titrated, usually from 114 µM), for inactives: at the top dose activity change, negative = inhibition, hits mostly inhibitors | 3% of 360,000 active | AID 485364; further: nearly all actives have a fitted effect of over 60% in size
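TGR 20 nM + NADPH 100 uM (dispensed conc.), cpd preinc 15 min RT; start with NADPH (500 uM addition) then DTNB (15 mM addition). Kinetic TNB absorbance, 405 nm filter. Four-parameter Hill fit across titration.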
HCV inh – blocks hepatitis C virus; Huh7.5.1 HCVcc-Cre infection, luciferase reporter, 44 h; Potency, µM (doses to about 41.8 µM), for the others: at the top dose activity change, negative = inhibition, usual class: inhibitors; 3.4% of 340,000 active
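After 44 h co-culture of compound, cells and HCVcc-Cre (~0.5 moi), substrate is added for 15 min at room temperature and luciferase measured over 15 sec. Cells were seeded at 1,000/well and pre-cultured 4 h.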
Pf growth 48h – P. falciparum growth inhibition at 48 hours (one generation) | P. falciparum luciferase growth in erythrocytes, 48 h | AID 504832 | 5.9% of 310,000 active | Potency, µM (top dose mostly 28.7 µM), for inactives: top-dose activity change, negative = inhibition, usual class: inhibitors
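Cell-based growth assay: transgenic P. falciparum expressing firefly luciferase, cultured in red cells within RPMI 1640 containing 0.5% w/v Albumax, 24 mM bicarbonate and gentamycin. A drop in luciferase activity indicates inhibition.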
Pf growth 96h – inhibits malaria parasite growth, 96 h; P. falciparum luciferase reporter growth, 96 h; Potency, µM (doses to about 28.7 µM), for the others: at the top dose activity change, negative = inhibition, usual class: inhibitors; 6.9% of 320,000 active
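Compounds incubated with erythrocytes infected by luciferase-expressing P. falciparum (2% hematocrit, 0.05% parasitemia final) for 96 hours, 37 C in 5% CO2. Growth inhibition scored as decreased luciferase luminescence.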
LmPK inh – inhibitors of Leishmania mexicana pyruvate kinase. Q27686. purified LmPK, Kinase-Glo ATP luminescence, 1 h. Potency, µM (highest dose often 57.5 µM), for inactives: at the highest dose activity change, negative = inhibition, actives largely listed as inhibitors. 0.37% of 290,000 active. AID 1721
Target sequence (Q27686 whole entry, looked up): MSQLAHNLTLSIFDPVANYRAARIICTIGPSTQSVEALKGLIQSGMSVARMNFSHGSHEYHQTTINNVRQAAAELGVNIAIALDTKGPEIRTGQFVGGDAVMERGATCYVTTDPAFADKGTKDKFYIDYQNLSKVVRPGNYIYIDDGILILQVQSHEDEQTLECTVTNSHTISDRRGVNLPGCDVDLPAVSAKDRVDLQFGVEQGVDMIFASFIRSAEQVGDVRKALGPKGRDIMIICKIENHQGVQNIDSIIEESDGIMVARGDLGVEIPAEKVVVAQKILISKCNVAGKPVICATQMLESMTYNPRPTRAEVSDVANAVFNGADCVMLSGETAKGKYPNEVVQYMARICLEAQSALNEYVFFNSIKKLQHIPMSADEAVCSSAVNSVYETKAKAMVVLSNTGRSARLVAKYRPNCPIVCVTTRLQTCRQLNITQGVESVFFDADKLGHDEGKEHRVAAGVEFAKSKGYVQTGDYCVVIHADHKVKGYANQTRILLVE
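Screened at intermediate enzyme activity to detect both inhibitors and activators: LmPK at 0.1 nM, with a 0.5 nM enzyme column as activation reference. PEP 0.5 mM, ADP 0.1 mM; ATP detected by luminescence after 1 h.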
TbPYK inhibitor – blocks Trypanosoma brucei pyruvate kinase | Q57TT1 | TbPYK enzyme, Kinase-Glo Plus ATP luminescence, 45 min | Potency, µM (highest dose often 76.8 µM), inactives show at the top dose activity, negative = inhibition, hits mostly inhibitors | 0.12% of 410,000 active | AID 624173; further: nearly all actives have a fitted effect of over 50% in size
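Activity of T. brucei pyruvate kinase was followed by Kinase-Glo Plus luminescence after the enzyme reacted 45 min at room temperature with 130 uM ADP (final) and substrate. Test compounds were added before ADP at multiple concentrations.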
Numbers without * were called inactive; ? = inconclusive; / = not tested or not shown; & = joins results of further samples; [ ] = remark or other dose. The call rests on the fitted dose curve; in most records, active means well fitted curve in the direction sought with a large enough effect; inconclusive means small, poorly fitted or top-dose-only effect, or another doubt; inactive means no such curve, though single readings can be large; an effect the other way counts as inactive or inconclusive. On the % scale 0 is the no-effect control and ±100 the full control effect; potency means the concentration at half of the fitted maximal effect.

SMILES	Sm TGR inh	HCV inh	Pf growth 48h	Pf growth 96h	LmPK inh	TbPYK inhibitor
CCOc1ccc2[nH]c(=O)c(CN(CCN3CCCC3)C(=S)Nc3ccccc3OC)cc2c1	/	?	-17%	33%[activator]	2%	5%
Nc1n[nH]c(C(F)(F)F)c1-c1ccccc1	4%	10%	16%[5.75 µM]	77%[activator]	-4%	-1%
Cn1ncc(Cl)c1C(=O)Nc1cc(C(F)(F)F)ccc1F	15%	19%	34%[activator]	30%[activator]	3%	5%
CCOc1ccccc1C(=O)Nc1ccccc1C(N)=O	-1%	4%	13%	/	2%	-3%
CNc1oc(-c2ccccc2Cl)nc1P(=O)(c1ccccc1)c1ccccc1	-1%	0%	?	?	0%	0%
c1ccc(Cc2noc(CN3CCN(Cc4ccc5c(c4)OCO5)CC3)n2)cc1	-13%[57.1 µM]	0%	-12%	-23%	1%	2%
CC(C)(C)C(C(Oc1ccc(Cl)cc1)n1cncn1)n1nnnc1C(c1cccc(Cl)c1)N1CCCCC1 (centres undefined)	-1%	?	1.9µM*	2.1µM*	5%	/
CCOC(=O)C1CCN(S(=O)(=O)c2ccc3c(c2)N(C(C)=O)CC(C)S3)CC1 (centres undefined)	-2%	?	?	-2%	-7%	-2%
COc1ccc(OC)c(-c2c(=O)n(OCc3ccccc3Br)c3ccccc3[n+]2[O-])c1	4%	12%	?	16%	3%	1%
COc1ccccc1COC(=O)CN1C(=O)NC2(CCCCC2C)C1=O (centres undefined)	-1%	13%	-5%	33%[activator]	/	8%
CCOc1ccc(N(CC)C(=O)Cc2c(C(=O)O)n(C)c3ccccc23)cc1	11%	26%	14%	40%[activator]	4%	4%
Cc1ccccc1NC(=O)Cn1c(=O)n(C)c2ccccc21	6%	6%	1%	5%	-1%	6%
CCn1c(SCC(=O)O)nnc1-c1ccccc1	0%	9%	14%	-1%	8%	8%
CCc1ccc(-c2ccc(SCc3ccccn3)nn2)cc1	-1%	-18%	104%[activator]	-33%	-5%[11.5 µM]	-1%
NC(=O)C1CCN(CC(=O)Nc2ccccc2Sc2ccc(Cl)cc2)CC1	13%	0%	?	?	5%	4%
CCOc1cc(N2CCOCC2)c(OCC)cc1NC(=O)COC(=O)/C=C/c1ccc(OC(F)F)cc1	1%	2%	?	17%	/	-6%
CC(C)(C)NC(=O)NC(=O)COC(=O)c1ccc(OC(F)(F)F)cc1	1%	10%	19%	0%	5%	2%
COc1cccc(NC(=O)CN(C)CC(=O)Nc2ccc(Br)cc2)c1	-1%	7%	48%[activator]	-3%	-1%	6%
COc1cc2c(cc1OC)CN(C(=O)Cc1c(F)cccc1Cl)CC2	0%	?	0%	5%	8%	-1%
CC(C)OCCCn1c(=S)[nH]c2cc3c(cc2c1=O)OCO3	13%	?	21%	21%	-3%	-14%
COc1cc(OC)cc(C(=O)NCCn2ccc3ccccc32)c1	9%	?	/	?	13%	-1%
O=C(COC(=O)c1cc(=O)[nH]c2ccccc12)Nc1ccc(Cl)cn1	7%	-13%	8%	12%	/	1%
CC(NC(=O)C(=O)NN=C1CCC(C(C)(C)C)CC1)c1ccccc1 (centres undefined)	-2%	12%	7%	?	-3%	-1%
O=C(COc1ccccc1)Nc1cccc(-c2nc3cc4ccccc4cc3[nH]2)c1	11%	7.1µM*	117%[activator]	14%	-12%	-4%
COCCn1cnnc1SCC(=O)Nc1sccc1C(N)=O	-4%	34%[activator]	20%	-3%	-1%	-2%
Cc1c(CCOC(=O)C23CC4CC(CC(C4)C2)C3)sc[n+]1CC#N	4.5µM*	-17%	?	?	0%	2%
COc1ccc(NC(=O)Nc2cc3oc4ccccc4c3cc2OC)cc1	0%	?	7%	?	0%	3%
CCOC(=O)c1c(C)[nH]c(C(=O)COC(=O)CCC(=O)c2ccc3c(c2)OCCO3)c1C	-16%	7%	-7%	12%	4%	2%
c1ccc2c(c1)nc(N1CCOCC1)c1nnnn12	-1%	14%	55%[activator]	?	1%	0%
CC(=O)c1ccc2c(c1)OCO2	-13%	-14%	-4%	-4%	1%	-2%

Overlap with the part before: 4 entries, then new ones.
SMILES	Sm TGR inh	HCV inh	Pf growth 48h	Pf growth 96h	LmPK inh	TbPYK inhibitor
COc1ccc(NC(=O)Nc2cc3oc4ccccc4c3cc2OC)cc1	0%	?	7%	?	0%	3%
CCOC(=O)c1c(C)[nH]c(C(=O)COC(=O)CCC(=O)c2ccc3c(c2)OCCO3)c1C	-16%	7%	-7%	12%	4%	2%
c1ccc2c(c1)nc(N1CCOCC1)c1nnnn12	-1%	14%	55%[activator]	?	1%	0%
CC(=O)c1ccc2c(c1)OCO2	-13%	-14%	-4%	-4%	1%	-2%
COC(=O)Cn1c(=NC(=O)c2ccc(S(=O)(=O)N3CCc4ccccc4C3)cc2)sc2cc(OC)ccc21	0%	-5%	?	?	-4%	2%
O=C(Cn1cnc2scc(-c3ccccc3)c2c1=O)NCc1ccco1	/	-9%	-17%	96%[activator]	-1%	2%
CC1=C(C(=O)OC2CCCCCCC2)C(c2ccc(O)cc2)NC(=O)N1 (centres undefined)	?	21%	/	-21%	10%	12%
COc1cccc(C2CCCN2Cc2nc(-c3sccc3C)oc2C)c1 (centres undefined)	?	-17%	?	-11%	8%	-2%
COc1cccc(CN(C)C(=O)c2ccc3nccnc3c2)c1	-9%	-7%	/	?	0%	9%
CCC(CC)c1nnc(NC(=O)C2CCCO2)s1 (centres undefined)	2%	-8%	42%[activator]	?	-3%	1%
CCc1nc2nc(C)c(NS(=O)(=O)c3ccc(F)cc3)c(=O)n2[nH]1	-7%	3%	11%	8%	-4%	0%
O=C(Nc1cccc(N2C(=O)C3CCCCC3C2=O)c1)c1ccccc1 (centres undefined)	-20%	-3%	1%	?	-12%	5%
COc1ccc(CNC(=O)c2ccc3c(=O)n(-c4ccccc4)c(=O)[nH]c3c2)cc1	-8%	?	6%	?	-6%	-4%
COc1ccc(NC2c3ccccc3C(=O)N2Cc2ccccc2Cl)cc1OC (centres undefined)	?	-13%	?	?	1%	-4%
O=C(NNc1c(Cl)cc(Cl)cc1Cl)c1cccc([N+](=O)[O-])c1	-9%	10µM*	-21%	?	0%	-7%
CCOC(=O)N1CCN(C(=O)c2cc3c(-c4cccc(OC)c4)nn(C)c3s2)CC1	-8%	8.9µM*	-27%	-13%	-5%	0%
CCC(CC)c1nnc(NC(=O)CN2C(=O)NC3(CCCC3)C2=O)s1	-3%	/	?	5%	1%	3%
Cc1cc(C)nc(/N=C2\NC(=O)CC(C(=O)O)N2c2ccc(Oc3ccccc3)cc2)n1 (centres undefined)	4%	1%	?	/	1%	4%
O=C(N/N=C/c1ccc([N+](=O)[O-])o1)c1cccc(S(=O)(=O)N2CCOCC2)c1	-17%	-17%	3.7µM*	?	1%	-3%

Looked up above:
Value for CCc1nc2nc(C)c(NS(=O)(=O)c3ccc(F)cc3)c(=O)n2[nH]1 under Pf growth 48h: 11%
Value for CCC(CC)c1nnc(NC(=O)C2CCCO2)s1 (centres undefined) under Pf growth 48h: 42%[activator]
Value for COc1ccc(CNC(=O)c2ccc3c(=O)n(-c4ccccc4)c(=O)[nH]c3c2)cc1 under Sm TGR inh: -8%
Value for Cc1cc(C)nc(/N=C2\NC(=O)CC(C(=O)O)N2c2ccc(Oc3ccccc3)cc2)n1 (centres undefined) under TbPYK inhibitor: 4%
Value for COc1ccc(NC2c3ccccc3C(=O)N2Cc2ccccc2Cl)cc1OC (centres undefined) under HCV inh: -13%

(continued)
SMILES	Sm TGR inh	HCV inh	Pf growth 48h	Pf growth 96h	LmPK inh	TbPYK inhibitor
Cc1ccc(S(=O)(=O)NCC(=O)N(CC(=O)NC2CCCCC2)Cc2ccco2)cc1	-3%	-8%&-2%	?	?	-3%	-6%
O=S(=O)(N1CCCCC1)N1CCN(c2ccccc2F)CC1	8%	7%	12%	/	-1%	-7%
CC(c1ccccc1)n1c(SCC(=O)Nc2ccccc2)n[nH]c1=O (centres undefined)	2%	?	2%	16%	5%	-4%
CCCOc1cc(CN2CCCCC2)cc(C(C)=O)c1	?	13%	8%	9.3µM*	3%	-4%
COC(=O)c1sccc1-c1ccc(/C=N/OCc2c(Cl)cccc2Cl)o1	15%	-21%	-2%	?	-4%	/
O=C(c1ccc(N2C(=O)C3C4c5ccccc5C(c5ccccc54)C3C2=O)cc1)N1CCOCC1 (centres undefined)	-11%	8%	-7%	?	2%	1%
COc1ccc2oc(=O)c(C(=O)NCc3ccco3)cc2c1	/	-7%	15%	13%	-3%	1%
CN1CCN(Cc2nc3ccccc3c(=O)[nH]2)CC1	1%	13%	6%	/	-3%	2%
CCOc1cc(C2C(C(=O)OC)=C(C)N=C3SCCC(=O)N32)ccc1OC(C)=O (centres undefined)	-1%	13%	-5%	46%[activator]	2%	-2%
Cc1ccc(S(=O)(=O)Nc2nonc2C)cc1	0%	18%	0%	/	0%	-3%
Cc1nn(Cc2ccc(Cl)c(Cl)c2)c(C)c1NC(=O)c1noc2c1CCCCC2	-4%	-11%	34%[activator]	6.6µM*	1%	-5%
OC(CN1CCN(c2ncc(C(F)(F)F)cc2Cl)CC1)c1ccccc1 (centres undefined)	1%	-25%	0%	?	0%	5%
Cc1nn2c3c(cnc2c1-c1ccc(Cl)cc1)C(=O)CC(c1ccco1)C3 (centres undefined)	-2%	6%	?	?	0%	6%
C=CCC(NC(C)c1ccccc1)c1ccco1 (centres undefined)	0%	13%	?	2%	-1%	-5%
CC(C)(C)c1ccc(NC(=O)C2CCCN(c3cnccn3)C2)cc1 (centres undefined)	31%&2%	-21%	?	-19%	1%	-9%&1%

Single records (already shown). Values in the order: Sm TGR inh	HCV inh	Pf growth 48h	Pf growth 96h	LmPK inh	TbPYK inhibitor
Profile of O=S(=O)(N1CCCCC1)N1CCN(c2ccccc2F)CC1 = 8%	7%	12%	/	-1%	-7%
Profile of COC(=O)c1sccc1-c1ccc(/C=N/OCc2c(Cl)cccc2Cl)o1 = 15%	-21%	-2%	?	-4%	/

(next part)
SMILES	Sm TGR inh	HCV inh	Pf growth 48h	Pf growth 96h	LmPK inh	TbPYK inhibitor
CC(C)(C)c1ccc(S(=O)(=O)NCC(=O)Nc2ccc(-c3nc4ccccc4s3)cc2)cc1	10%	?	29%	/	4%	1%
Cn1c(CNC(=O)OC(C)(C)C)nnc1SCC(=O)N1CCOCC1	1%	-2%	34%[activator]	42%[activator]	1%	6%
COCCCNC(=O)C(CC(N)=O)NC(=O)OCc1ccccc1 (centres undefined)	6%	-12%	9%	18%	3%	5%
Cc1ccc(C(=O)Nc2ccc(C(=O)N3CCCCC3)cc2)o1	4%	10%	32%[activator]	-1%	?	?
CCOCCCNC(=O)C(NC(=O)c1ccc(NC(C)=O)cc1)c1ccc(Cl)cc1 (centres undefined)	-6%	0%	6%	?	6%	1%
Cc1[nH][nH]c(=O)c1C(c1ccc(-c2ccc(Cl)cc2Cl)o1)c1c(C)[nH][nH]c1=O	?	/	/	?	13%	/
COc1ccc(NC(=O)c2sc3ncn(CC(=O)N4CCCCC4)c(=O)c3c2C)cc1OC	2%	-22%	-24%	?	-2%	-19%
O=C1CC(NS(=O)(=O)c2cc(F)ccc2F)CN1c1cccc(F)c1 (centres undefined)	1%	5%[8.37 µM]	9%	34%[activator]	/	-5%
O=C(NCc1ccccn1)c1cn(-c2ccccc2)nc1-c1ccc(Cl)cc1	-1%	-25%	?	5%	7%	4%
CCCN1C(=O)/C(=C/c2c(NCCCOCC)nc3c(C)cccn3c2=O)SC1=S	8%	5%	?	0%	-1%	-5%
Cc1ccc(Cl)cc1NC1=C/C(=N\S(=O)(=O)c2cccs2)c2ccccc2C1=O	-17%	10µM*	/	0.15µM*	?	-9%&-11%
O=S(=O)(NCCc1ccncc1)c1cc(Br)ccc1F	-1%	16%	-2%	/	0%	-7%
